SKKanGAS inh: SKKanGAS growth inhibition; S. pyogenes SKKanGAS, kanamycin growth, BacTiter-Glo, 6 h; inhibition, % at 7.5 µM; 300,000 compounds, 1.3% hits; AID 1662;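 active = mean replicate score, as percent of positive control median, at least 50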;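 note: strain carries kanamycin resistance gene driven by streptokinase promoter and grows in 40 µg/ml kanamycin; loss of luminescence reflects streptokinase promoter inhibition or plain growth inhibition; 0% = median of DMSO wells and 100% = positive control at its reference dose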
TRPC4 block: TRPC4 (mouse) channel inhibition. AID 2247. 300,000 compounds, 0.39% hits. B-score at 10 µM. HEK293 TRPC4beta/mu-opioid, DAMGO-evoked Fluo4 calcium flux; stronger effect = lower value;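 active = B-score over 3 SD under the library average, no early fluorescence shift, positive overall ratio signal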
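Material: HEK293 cells with stable TRPC4beta plus mu-opioid receptor expression / Probe or stimulus: DAMGO in two steps, submaximal then maximal / Compound: single concentration per test compound / Technique: kinetic Fluo4 fluorescence imaging of calcium influx / Read-out: per-well B score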
RGS4 pot: RGS4 potentiation or activation; HEK293 M3R/inducible RGS4, carbachol calcium flux Fluo4; stronger effect = lower value; B-score at 10 µM; 310,000 compounds, 0.92% hits;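 active = B-score of the integrated calcium signal more than 4 SD below the library mean, with starting fluorescence not abnormally high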;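 note: negative B-score means reduced calcium response which marks RGS4 activation or potentiation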
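test system = M3R-expressing HEK293 line, RGS4 induced by doxycycline | probe or stimulus = carbachol at ECmax as muscarinic agonist stimulus | timing = dye loading 30 min 37 °C, buffer rest 30 min RT | signal = calcium dye Fluo4 fluorescence | evaluation = B score from integrated fluorescence ratio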
TRPC6 inh: mouse TRPC6 channel inhibition; HEK293-TRPC6, membrane potential dye, ACh-evoked depolarization; stronger effect = lower value; Q61143; 310,000 compounds, 1.1% hits; B-score at 10 µM; AID 2553;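 active = B-score under library mean minus 3 SD, initial fluorescence not abnormally high, positive integrated signal ratio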;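 note: B-score derived from integrated fluorescence ratio over the kinetic read; more negative B-score means stronger inhibition of depolarization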
Target sequence (Q61143 whole entry, looked up): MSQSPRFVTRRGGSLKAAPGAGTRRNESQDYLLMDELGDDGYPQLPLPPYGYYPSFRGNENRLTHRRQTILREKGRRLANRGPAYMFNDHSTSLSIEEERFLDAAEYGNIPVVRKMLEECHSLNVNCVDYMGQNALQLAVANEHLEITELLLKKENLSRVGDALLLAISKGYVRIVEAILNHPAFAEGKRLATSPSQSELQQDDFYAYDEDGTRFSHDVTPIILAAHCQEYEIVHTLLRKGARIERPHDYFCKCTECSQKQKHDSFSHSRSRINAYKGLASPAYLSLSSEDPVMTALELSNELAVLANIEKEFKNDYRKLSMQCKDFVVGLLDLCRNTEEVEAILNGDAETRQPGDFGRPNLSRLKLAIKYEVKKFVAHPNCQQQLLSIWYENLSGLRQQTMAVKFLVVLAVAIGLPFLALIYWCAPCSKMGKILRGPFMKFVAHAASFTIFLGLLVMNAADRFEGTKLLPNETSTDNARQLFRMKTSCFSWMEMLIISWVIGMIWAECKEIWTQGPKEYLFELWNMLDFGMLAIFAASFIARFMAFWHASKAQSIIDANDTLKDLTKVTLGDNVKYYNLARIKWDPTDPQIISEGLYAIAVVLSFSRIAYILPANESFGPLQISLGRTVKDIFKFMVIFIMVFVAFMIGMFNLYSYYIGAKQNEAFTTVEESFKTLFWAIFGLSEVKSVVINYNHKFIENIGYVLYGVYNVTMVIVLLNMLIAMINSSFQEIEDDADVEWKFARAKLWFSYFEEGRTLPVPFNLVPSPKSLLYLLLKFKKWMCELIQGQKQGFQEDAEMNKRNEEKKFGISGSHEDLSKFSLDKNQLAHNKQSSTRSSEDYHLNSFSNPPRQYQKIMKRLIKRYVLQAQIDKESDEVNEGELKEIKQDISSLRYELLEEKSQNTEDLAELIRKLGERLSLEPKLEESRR
TRPC6 activator: activators of mouse TRPC6 channel; Q61143; HEK293-TRPC6 membrane potential dye fluorescence; stronger effect = higher value; B-score at 10 µM; 310,000 compounds, 0.13% hits; AID 2550;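 active = B-score of the integrated fluorescence ratio above library mean plus 3 SD, and starting fluorescence ratio within library mean plus 5 SD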;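 note: higher score means more depolarization so channel activation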
MrgX1 PAM: allosterically activates human MrgX1 receptor signaling | Q96LB2 | B-score at 10 µM | 310,000 compounds, 0.63% hits | MrgX1-HEK293, Fluo-4 calcium flux, FDSS; stronger effect = higher value;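 active = plate-corrected calcium response at least 3 library SD above typical, normal starting fluorescence, not activating the receptor alone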;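 note: compound read alongside a low EC10 to EC30 dose of BAM8-22 agonist; peak minus trough fluorescence over baseline measured at the second addition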
Platelet DG rel: modulates dense granule release in human platelets; human platelet-rich plasma, SFLLRN dense granule ATP release, luminescence; inhibition, %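 (compounds screened at 7.5 µM in platelet-rich plasma)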; 300,000 compounds, 0.22% hits; AID 1663;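 active = mean replicate score, as percent of positive control, at or above 50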
HIF act: HIF pathway transcriptional activation | U2OS HRE-luciferase reporter, luminescence; normalized: DMSO 0%, desferrioxamine 100% | activation, % at 7.5 µM (by protocol) | 300,000 compounds, 0.32% hits;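 active = mean activation of at least 10% of the iron chelator positive control signal, with at least half of replicates also reaching 10%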
MrgX1 agonist: human MrgX1 receptor agonism, primary screen; Q96LB2; MrgX1-HEK293 cells, Fluo-4 calcium fluorescence, agonist mode; stronger effect = higher value; B-score at 10 µM; 310,000 compounds, 0.44% hits; AID 588627;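 active = calcium response B-score plate-corrected fluorescence ratio at least 3 library SD, with starting fluorescence B-score inside 5 SD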
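Material: MrgX1-expressing HEK293 cells; input: 15,000 cells per well; doses: test compound given as first of three sequential additions; schedule: overnight plating before 1 h dye loading; technique: Fluo-4 NW calcium-flux fluorescence, kinetic read; evaluation: baseline-normalised fluorescence change ratio, B-scored; control set: plate-wise positive and negative controls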
RGS4 block: inhibitors of human RGS4 | P49798 | HEK293 M3R/RGS4 inducible, Fluo-4 calcium flux; stronger effect = higher value; triggered by carbachol at its EC20 | B-score at 10 µM | 310,000 compounds, 0.45% hits | AID 463165;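 active = B-score, a plate-corrected calcium signal, over three deviations above library mean, with baseline fluorescence within five deviations of library mean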;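 note: RGS4 expression induced by doxycycline in cells with stable M3 receptor; B-score is computed from the integrated fluorescence ratio over baseline after carbachol; higher B-score means a larger calcium signal and so more RGS4 inhibition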
MrgX1 antag: blocks BAM8-22 activation of human MrgX1 receptor; Q96LB2; MRGX1-HEK293 calcium flux, Fluo-4, BAM8-22 antagonism; stronger effect = lower value; B-score at 10 µM; 310,000 compounds, 1.3% hits; AID 588676;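 active = calcium-response B-score plate-corrected more than 3 library SD below zero, starting fluorescence within 5 deviations, no agonist response on first addition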;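 note: peak minus trough fluorescence over baseline after final BAM8-22 challenge near maximal dose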
* = called active by the depositor; i = inactive; . = no result given.

SMILES	SKKanGAS inh	TRPC4 block	RGS4 pot	TRPC6 inh	TRPC6 activator	MrgX1 PAM	Platelet DG rel	HIF act	MrgX1 agonist	RGS4 block	MrgX1 antag
CCOC(=O)C1=C(C)NC(=O)NC1c1ccc(NC(C)=O)cc1 (stereo not drawn)	1	i	i	i	i	i	5	0.1	i	i	i
CC(NC(=O)C1CCN(S(=O)(=O)c2ccc(Br)s2)CC1)c1ccccc1 (stereo not drawn)	1	i	i	i	i	i	22	-1.3	i	i	i
O=c1oc2ccccc2n1Cc1ccccc1F	1	i	i	i	i	i	8	0.6	i	i	i
CCCN1CCN(CCCNC(=O)CCNC(=O)Cn2ccc3ccccc3c2=O)CC1	0	i	i	i	i	i	-2	-4.1	i	i	i
COc1cccc(S(=O)(=O)NCc2ccc(C(=O)Nc3ccc(Cl)cc3)cc2)c1	5	i	i	i	i	i	-14	-0.2	i	i	i
CCOC(=O)c1c(NC(=O)CSc2n[nH]c(-c3ccco3)n2)sc(C)c1C	17	i	i	i	i	i	1	0.1	i	i	i
Cc1ccc(/C=C2/SC(=O)N(CC(=O)N3CCOCC3)C2=O)s1	3	i	i	i	i	i	8	0.3	i	i	i
O=c1c2ccccc2nc2n1CCCS2	3	i	i	i	i	i	-9	0.4	i	i	i
CCn1c(CCNC(=O)c2ccc(C)cc2)nnc1SCc1ccc(Cl)c(Cl)c1	-3	i	i	i	i	i	9	0.1	i	i	i
COc1cccc(C(=O)N2CCCN(C)CC2)c1OC	0	i	i	i	i	i	-1	-0.2	i	i	i
CCNC(=O)CC1C(=O)N(c2ccc(OC)cc2)C(=O)N1Cc1ccc(OC)cc1 (stereo not drawn)	3	i	i	i	i	i	-2	0.2	i	i	i
Cc1nnc(OCc2nc3ccccc3n2C)c2ccccc12	-8	i	i	i	i	i	6	1.4	i	i	i
Cc1cc(N2CCOCC2)cc(C)[n+]1[O-]	.	i	i	i	i	i	10	-0.2	i	i	i
CC1=NN(C(N)=S)C(=O)C1N=Nc1cccc([N+](=O)[O-])c1 (stereo not drawn)	2	i	i	-5.3*	i	i	4	-0.9	i	i	i
O=c1n(Cc2ccccc2)nc2n1-c1ccccc1SC2	-8	i	i	i	i	i	-1	1.6	i	i	i
COc1ccc(C2SCCN2C(=S)Nc2cccc(Cl)c2)cc1 (stereo not drawn)	8	i	i	i	i	i	16	0.5	i	i	i
O=C(CN1CCN(Cc2ccccc2)CC1)Nc1cccc(Br)c1	-7	i	i	i	i	i	-15	-0.4	i	i	i
N#CNC1=NCN(CCc2ccccc2)CN1	-4	i	i	i	i	i	1	-0.3	i	i	i
CCC(C)(NC(=O)c1ccc2c(c1)OCO2)C(=O)NC1CCCCC1 (stereo not drawn)	6	i	i	i	i	i	4	0.0	i	i	i
CN(C)c1cccc(C(=O)OCCNC(=O)c2cccc(S(=O)(=O)N3CCOCC3)c2)c1	-4	i	i	i	i	i	-2	0.0	i	i	i
CN(c1ccc(C(=O)Nc2ccccc2C(=O)N2CCOCC2)cc1)S(C)(=O)=O	1	i	i	i	i	i	5	-0.2	i	i	i
CC(NS(=O)(=O)c1ccccc1)C(=O)NC1CCCC1 (stereo not drawn)	13	i	i	i	i	i	7	0.5	i	i	i
O=C(N/C=N/O)C(c1ccccc1)c1ncc(C(F)(F)F)cc1Cl (stereo not drawn)	-3	i	i	i	i	i	3	4.1	i	i	i
Cc1cc(Nc2cccc(C(=O)O)c2)n2ncnc2n1	-2	i	i	i	i	i	8	0.2	i	i	i
CNC(=S)N(Cc1ccc(Cl)cc1)Cc1cccs1	15	i	i	i	i	i	-32	0.0	i	i	i
COc1c(Cl)cccc1-c1cn2ccccc2n1	20	i	i	i	i	i	24	2.8	i	i	i
O=S(=O)(c1ccc(F)cc1)c1nc(-c2ccco2)oc1Nc1ccc(F)cc1	6	i	i	i	i	i	-5	0.6	i	i	i
CCOC(=O)c1cnc2ccc(C(=O)OC)cc2c1NCc1ccco1	4	i	i	i	i	.	3	0.7	.	i	.
CCOC(=O)N1CCN(CC(=O)c2ccc(O)c(C)c2O)CC1	-2	i	i	i	i	i	2	1.0	i	i	i
O=C1CCC(C(=O)N2CCCCO2)CN1CCc1ccccc1 (stereo not drawn)	-10	i	i	i	i	i	3	3.1	i	i	i
O=C(CC(=O)NCc1ccccc1)NCc1ccccc1	-3	i	i	i	i	i	-3	1.0	i	i	i
CC(C)(C)CN1C(=O)C(=O)NC[C@@H]1Cc1ccc(O)cc1	-5	i	i	i	i	i	0	-0.1	i	i	i
Cc1csc(NC(=O)c2cc[n+]([O-])cc2)n1	-4	i	i	i	i	i	0	0.8	i	i	i
COc1ccc2[nH]c3c(c2c1)CCN1C(=O)N([C@@H](C)C(=O)NC2CC2)C(=O)[C@]31C	-1	i	i	i	i	i	1	-0.3	i	i	i
CCCCC(=O)Nc1ccc(NC(=O)c2ccco2)cn1	1	i	i	i	i	i	-6	2.0	i	i	i
CCOC(=O)c1ccccc1NC(=O)COC(=O)CSc1ccccc1	-9	i	i	i	i	i	-54	0.2	i	i	i
COC(=O)c1ccccc1NC(=S)N1CCN(c2ccccc2)CC1	-4	i	i	i	i	i	-1	1.3	i	i	i
Cc1ccc(-c2noc(C3CCCN(C(=O)c4cccc([N+](=O)[O-])c4)C3)n2)o1 (stereo not drawn)	2	i	i	i	i	i	-22	-22	i	i	i
NC(CC(=O)OC1CCCCC1)C(=O)OC1CCCCC1 (stereo not drawn)	-4	i	i	i	i	i	-4	0.2	i	i	i
Cc1ccc(CCN2CC(C(=O)NCCN(C)C)CC2=O)cc1 (stereo not drawn)	1	i	i	i	i	i	4	0.4	i	i	i
COc1ccc(CCC(=O)NNC(=O)Nc2ccc(OC)c(OC)c2)cc1	0	i	i	i	i	i	-8	-0.5	i	i	i
COc1ccc(-n2nc(C(=O)NCC(=O)Nc3cc(Cl)c(OC)cc3OC)c3ccccc3c2=O)cc1	0	i	i	i	i	i	7	-0.3	i	i	i
COc1cc(-c2c(-c3ccc4c(c3)OCO4)noc2-c2ccsc2)ccc1F	10	i	i	i	i	i	2	-1.4	i	i	i
CCN(C(=O)CSc1nnc2nc(C)cc(C)n12)c1ccccc1	0	i	i	i	i	i	1	0.3	i	i	i
C=CCn1c(-c2cccc(S(=O)(=O)N(CC)CC)c2)n[nH]c1=S	9	i	i	i	i	i	5	0.1	i	i	i
COc1ccccc1NC(=O)Cn1nnc(C(=O)NCc2cccs2)c1N	-9	i	i	i	i	i	1	1.1	i	i	i
O=C(c1ccc([N+](=O)[O-])cc1)N(Cc1ccc(Cl)cc1)N1C(=O)CCCC1=O	0	i	i	-16*	17*	i	-10	0.1	54*	i	i
COc1cccc(-n2nnc3c(=O)n(Cc4ccccc4F)cnc32)c1	14	i	i	i	i	i	-12	0.4	i	i	i
CCn1c(C)cc(/C=C2\NC(=O)N(CC(=O)Nc3cccc(C)c3)C2=O)c1C	-3	i	i	i	i	i	6	0.1	i	i	i
Cc1cc(CNC(=O)CCc2nnc(CCCc3ccccc3)o2)nn1C	13	i	i	i	i	i	-4	2.9	i	i	i
O=C(Nc1ccc(F)c(F)c1)c1ccc2c(c1)OCO2	1	i	i	i	i	i	9	3.6	i	i	i
CS(=O)(=O)c1cccc(C(=O)NC(c2ccccc2)c2ccccc2)c1	0	i	i	i	i	i	0	-0.3	i	i	i
Cc1cc(S(=O)(=O)NCC(=O)O)ccc1F	-1	i	i	i	i	i	2	0.5	i	i	i
CC(=O)c1c(C)[nH]c(C(=O)OCC(=O)NCCc2ccc(Cl)cc2)c1C	1	i	i	i	i	i	-5	-0.1	i	i	i
Cc1[nH]n(-c2ccccc2)c(=O)c1/C=N/n1c(C)nc2ccccc2c1=O	7	i	i	i	i	i	1	-0.1	i	i	i
CN(C(=O)CSc1nnc(-c2ccc(Cl)cc2)n1CC1CCCO1)C1CCS(=O)(=O)C1 (stereo not drawn)	-4	i	i	i	i	i	0	1.2	i	i	i
O=C(NC1CC1)c1cc2cc3ccccc3nc2s1	-4	i	i	i	i	i	-14	2.9	i	i	i
CC(=O)Nc1ccc(S(=O)(=O)N(C)CC(=O)OCC(=O)NNC(=O)c2ccccc2F)cc1	-1	i	i	i	i	i	-1	-2.5	i	i	i
O=C(O)CCNS(=O)(=O)c1ccc2c(c1)CCCC2	-2	i	i	i	i	i	1	-0.4	i	i	i
CCc1cc(=O)oc2cc(OC(C)C(=O)NCC(O)c3ccccc3)c(Cl)cc12 (stereo not drawn)	0	i	i	i	i	i	24	2.6	i	i	i

Additional compounds:
SMILES	SKKanGAS inh	TRPC4 block	RGS4 pot	TRPC6 inh	TRPC6 activator	MrgX1 PAM	Platelet DG rel	HIF act	MrgX1 agonist	RGS4 block	MrgX1 antag
CCCC(C(=O)NC1CCCC1)N(Cc1ccc2c(c1)OCO2)C(=O)c1snc(C(N)=O)c1N (stereo not drawn)	4	i	i	i	i	i	1	-0.2	i	i	i
CCOC(=O)Cc1cc(=O)n2[nH]cc(-c3cccc(Br)c3)c2n1	71*	i	i	i	i	i	-5	0.6	i	i	i
COc1ccc(-n2nc3c(c2NC(=O)c2ccccc2S(=O)(=O)C(F)F)CS(=O)(=O)C3)cc1	7	i	i	i	i	i	-6	0.2	i	i	i
COc1ccc(C2Sc3nncn3N2Cc2ccc(C#N)cc2)cc1 (stereo not drawn)	-2	i	i	i	i	i	1	0.2	i	i	i
Cc1cc(N)n(-c2ccc(S(=O)(=O)N3CCCC3)cc2[N+](=O)[O-])n1	3	i	i	i	i	i	-4	-8.2	i	i	i
COc1ccc(CC(=O)N/N=C/c2ccc(C)s2)cc1	-5	i	i	i	i	i	3	-0.2	i	i	i
CCn1c(SCC(N)=O)nc2sc3c(c2c1=O)CCN(C)C3	2	i	i	-6*	i	i	.	.	i	i	i
Cc1cccc(NC(=O)C(=O)NCCCN2CCOCC2)c1	3	i	i	i	i	i	8	2.4	i	i	i
O=C(Nc1cccc(NC(=O)c2ccccc2)n1)c1ccccc1	3	i	i	i	i	i	3	-1.2	i	i	i

Screening results deposited in PubChem BioAssay by several laboratories.
